NPYLR7 agonist: mosquito NPYLR7 agonism. 270,000 tested, 0.15% active. HEK293T NPYLR7/Galpha15, GCaMP6s calcium fluorescence. activation, % at 10 µM. AID 1259423; in the data active means activation above about 40%;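 further: 0% = vehicle and 100% = reference agonist at the receptor; some compounds past the cut are filed as inactive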
mcGAS lum: blocks mouse cGAS activity. AID 1259399. 160,000 tested, 0.15% active. inhibition, % at 12.5 µM. Q8C6L5. recombinant cGAS, Kinase-Glo ATP depletion luminescence;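 further: 0% = negative control wells and 100% = reference inhibitor with no enzyme activity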
hcGAS inh: inhibitors of human cGAS. recombinant h-cGAS, ATP depletion, Kinase-Glo luminescence. inhibition, % at 12.5 µM. 290,000 tested, 0.081% active. Q8N884. AID 1259398;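 further: 0% = vehicle reaction and 100% = reaction without DNA for no activity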
Target sequence (Q8N884 whole entry, looked up): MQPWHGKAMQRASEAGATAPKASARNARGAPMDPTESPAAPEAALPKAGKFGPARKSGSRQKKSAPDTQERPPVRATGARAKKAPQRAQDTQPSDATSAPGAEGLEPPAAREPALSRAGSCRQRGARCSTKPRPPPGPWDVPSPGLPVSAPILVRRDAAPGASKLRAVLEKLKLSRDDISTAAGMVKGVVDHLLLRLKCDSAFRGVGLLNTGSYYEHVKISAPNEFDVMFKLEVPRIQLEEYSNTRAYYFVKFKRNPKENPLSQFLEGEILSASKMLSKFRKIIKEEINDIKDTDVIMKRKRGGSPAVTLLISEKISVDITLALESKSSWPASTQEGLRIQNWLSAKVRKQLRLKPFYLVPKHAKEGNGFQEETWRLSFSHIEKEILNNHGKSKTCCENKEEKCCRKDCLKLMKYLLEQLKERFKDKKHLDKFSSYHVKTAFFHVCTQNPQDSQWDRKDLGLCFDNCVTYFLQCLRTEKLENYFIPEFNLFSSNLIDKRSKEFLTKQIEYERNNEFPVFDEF
* marks the source's active call; other numbers are inactive results; . = not tested or not shown; & = joins results of further samples. Unless noted, no stated cut-off is given here; in the data, active means inhibition above about 40%; inactive means the rest.

SMILES | NPYLR7 agonist | mcGAS lum | hcGAS inh
COCCN1CCN(C(=O)c2ccc(-c3cc(-c4ccc5c(c4)OCCO5)n[nH]3)cc2)CC1 | 6 | -7 | -10
COc1cccc(N2CCN(C(=O)c3ccc4c(c3)OCO4)C(C)C2=O)c1 (stereo not given) | 13 | -8 | -10
CC(C)c1cc(CN2CCCC(CNC(=O)c3ccc(F)cc3)C2)[nH]n1 (stereo not given) | 8 | . | -6&-4
Cc1ccc(C2CN(CC(=O)Nc3nncs3)CCO2)c(C)c1 (stereo not given) | -23&5 | . | -2&-12
O=C(c1ccc(F)c(F)c1)N1CCc2ccccc2C1c1ccccc1Cl (stereo not given) | 23 | -1 | -5
CCc1cc(N2CCN(c3ccccc3F)CC2)nc(SCc2cccc(C(=O)NCC3CCCO3)c2)n1 (stereo not given) | 10 | -5 | -3
CCC1c2ccccc2CCN1C(=O)c1ccc(C(=O)OC)cc1 (stereo not given) | 2 | . | 1
O=C(N=Nc1c(O)[nH]c2ccccc12)c1cc(-c2cccc3ccccc23)n[nH]1 | -5 | -2 | -4
O=S(=O)(Cc1ccccc1)NCCOc1ccc2nnc(-c3ccccc3)n2n1 | -4 | -5 | -4
Cc1ccc(NC(=O)CSc2nnc3ccc(-c4cccnc4)nn23)cc1 | -2 | -5 | -2
CN1C(=C/C=N\Nc2ccc([N+](=O)[O-])cc2)C(C)(C)c2ccccc21 | 0 | -14 | -27
Cc1cccc(-c2cn[nH]c2C2CCN(C(=O)c3cnn4ccccc34)CC2)c1 | 0 | . | -2
NS(=O)(=O)CC1CCCN(c2ccccc2S(=O)(=O)C(F)(F)F)C1 (stereo not given) | 1 | . | -7
CC1(C)Cc2ccccc2C(c2nc3n(c2O)C(C)(C)Cc2ccccc2-3)=N1 | 0 | . | -1
Cc1cc(O)c(C2=Nc3ccccc3SC(c3ccccc3F)C2)c(=O)o1 (stereo not given) | 0 | -5 | -5
CC(C)(C)c1ccccc1NS(=O)(=O)c1ccc(Cl)s1 | -3 | 0 | 4
CNC(=O)CCN(C)Cc1cc2n(n1)CCNC2 | 18 | . | -3
O=C1C2C3C=CC(C3)C2C(=O)N1c1cccc2ccccc12 (stereo not given) | -1 | -8 | -7
CC(C)n1c(SCc2ccc(C(F)(F)F)cc2)nc2cc(S(=O)(=O)N3CCCC3)ccc21 | 11 | -4 | -11
Cn1nnc2c(=O)n(Cc3ccc(Cl)cc3)cnc21 | 0 | . | 4
O=C(NC1CC1)C1CCN(C2CCN(C(=O)CSc3ccccc3)CC2)CC1 | 6 | . | -3
CCCCN(CC(=O)N1CCc2sccc2C1c1ccc(OC)cc1)S(C)(=O)=O (stereo not given) | 21 | -5 | -1
COc1ccc(OCC(O)CN2CCC(=O)N(CC3CC3)Cc3sccc32)cc1 (stereo not given) | 23 | -5 | -1
CCCNC(=O)C(=O)Nc1cc(Br)ccc1F | -1 | -11 | -5
COc1ccc(C(=O)NC(C)c2ccc(Cl)cc2Cl)cc1 (stereo not given) | -6 | . | -9

Laid out differently: results already given.
The line under a structure holds: NPYLR7 agonist, mcGAS lum, hcGAS inh
CC(C)n1c(SCc2ccc(C(F)(F)F)cc2)nc2cc(S(=O)(=O)N3CCCC3)ccc21
  11, -4, -11
Cn1nnc2c(=O)n(Cc3ccc(Cl)cc3)cnc21
  0, ., 4
O=C(NC1CC1)C1CCN(C2CCN(C(=O)CSc3ccccc3)CC2)CC1
  6, ., -3
CCCCN(CC(=O)N1CCc2sccc2C1c1ccc(OC)cc1)S(C)(=O)=O (stereo not given)
  21, -5, -1
COc1ccc(OCC(O)CN2CCC(=O)N(CC3CC3)Cc3sccc32)cc1 (stereo not given)
  23, -5, -1
CCCNC(=O)C(=O)Nc1cc(Br)ccc1F
  -1, -11, -5

Next part
SMILES | NPYLR7 agonist | mcGAS lum | hcGAS inh
CCn1c(C)c(C(=O)CN(CC2CCCO2)S(=O)(=O)c2ccc(Cl)cc2)c(C)c1C(=O)OC (stereo not given) | -14 | -3 | -4
O=C(/C=C/c1cccs1)N(Cc1ccccn1)c1nc2ccc(F)cc2s1 | 3 | -10 | -5
O=C(C(F)F)N1CCC(n2cnc3ccccc32)CC1 | 3 | -6 | -6
O=C1NC(=S)C(=Cc2ccc(-c3cc(Cl)ccc3Cl)o2)S1 | 6 | . | 4
O=C(O)c1c[nH]c2c(C(F)(F)F)cccc2c1=O | -2 | . | -5
Cc1cc(S(=O)(=O)N2CCN(C(=O)C3CC(=O)Nc4ccccc43)CC2)ccc1Br (stereo not given) | 2 | . | -9
CCOc1ccc(-c2cn3c(CC(=O)N4CCCCCC4)csc3n2)cc1 | 2 | -7 | -6
CCOC(=O)N1CCC(N2CCC(CCc3ccccc3)(C(=O)OCC)CC2)CC1 | 2 | -9 | -6
CSc1nnc2c(n1)OC(c1ccc(Br)s1)Nc1ccccc1-2 (stereo not given) | -4 | 2 | -9
Cc1cn2c3c(=O)[nH]c(=O)n(C)c3nc2n1CCCN1CCN(c2ccccc2F)CC1 | -14 | . | 5
COc1cc(C)ccc1S(=O)(=O)NC(=O)C1(C)CCN1C(=O)C1(c2ccccc2)CCCC1 (stereo not given) | 2 | . | -10
COc1cc(C(=O)NC2CCOC2)cc(OC)c1Br (stereo not given) | -24 | . | -10
Fc1ccc(-c2nnc3n2N=C2CCCCC2S3)cc1 (stereo not given) | 0 | . | 0
CC(C)c1nnc(CN2CC[C@H](CO)[C@@H](O)C2)o1 | 3 | -13 | -1
CC(C)c1cc(CN2CCN(C3CCN(C(C)C)CC3)C(CCO)C2)[nH]n1 (stereo not given) | 5 | -8 | -5
OCc1ccc(-c2nccn2CC(c2cccnc2)N2CCOCC2)o1 (stereo not given) | 6 | -17 | -7
c1ccc([C@@H]2C[C@@H]3C[C@H](Nc4ccccn4)C[C@@H]3CO2)cc1 | 0 | -5 | 2
O=C(C=Cc1nc2ccccc2o1)N1CCCSc2ccccc21 | 9 | . | -6
OCc1cc(-c2ccccc2F)on1 | 1 | . | -7
Cc1nn2c(C(F)(F)F)cc(-c3ccc(Cl)cc3)nc2c1C(=O)Nc1ccc(F)cc1F | -6 | . | -1
Cc1ccc(-c2nc(=S)c3c([nH]2)Oc2cc(O)ccc2C3)cc1 | 7 | 3 | 4
COc1ccc(F)c(CN2CCN(C)C(=O)C2C)c1Cl (stereo not given) | 4 | -1 | 2
C=CCSc1nc2c(c(=O)[nH]c(=O)n2C)n1CCCCCC | 3 | . | -4
CCCNC(=O)N(Cc1ccco1)Cc1nccn1Cc1ccccc1C(F)(F)F | 6 | -8 | -3
O=C(NCCOc1ccc(F)cc1F)NC1CCN(C2CC2)CC1 | 2 | . | -7

Entries of single compounds from above. Values in the order: NPYLR7 agonist	mcGAS lum	hcGAS inh
O=C(C(F)F)N1CCC(n2cnc3ccccc32)CC1 across the screens: 3	-6	-6
COc1cc(C(=O)NC2CCOC2)cc(OC)c1Br (stereo not given) across the screens: -24	.	-10
CCOc1ccc(-c2cn3c(CC(=O)N4CCCCCC4)csc3n2)cc1 across the screens: 2	-7	-6
O=C1NC(=S)C(=Cc2ccc(-c3cc(Cl)ccc3Cl)o2)S1 across the screens: 6	.	4
O=C(/C=C/c1cccs1)N(Cc1ccccn1)c1nc2ccc(F)cc2s1 across the screens: 3	-10	-5

Next structures.
SMILES | NPYLR7 agonist | mcGAS lum | hcGAS inh
COC(=O)c1ccc(COC(CN2CCN(C(=O)c3c(-c4ccccc4Cl)noc3C)CC2)c2cccc(OC)c2)cc1 (stereo not given) | 7 | -8 | -11
Cc1nc2ccccc2n1CCNC(C(=O)N1CCOCC1)c1ccccc1 (stereo not given) | 4 | . | -3
CC(=O)N(CN1C(=O)c2ccccc2C1=O)c1ccc(Br)cc1 | 6 | . | 5
COc1cc(Cl)cc(CN2CCC(CNC(C)=O)C2)c1OC (stereo not given) | 18 | . | -2
CCOC(=O)C1CCCN(C(=O)c2ccc(Nc3c(Oc4ccc5c(c4)OCO5)cnn(-c4ccccc4)c3=O)cc2)C1 (stereo not given) | 0 | -4 | -2
CC1=CC[C@@H]2CN(C(=O)c3ccc(-c4nnn(C)n4)cc3)C[C@@H]2C1 | 2 | -17 | 0
O=C(c1csc(-c2cccs2)n1)N1CCc2c([nH]c3ccccc23)C1c1ccccn1 (stereo not given) | 14&-6 | -12&-5 | -10&-5
CCOC(=O)C1(Cc2ccccc2C(F)(F)F)CCN(C2CCSCC2)CC1 | 5 | -4 | -5
COc1cccc(CNC(=O)CSc2nc3c(-c4ccccc4)c[nH]c3c(=O)n2C)c1 | -4 | -6 | -3
C=CCn1c(SCc2ccc(C(=O)NCc3cccc(C(F)(F)F)c3)cc2)nnc1-c1ccccc1[N+](=O)[O-] | 34 | -4 | 0
CCOCCn1cc(C2CCN(C(=O)c3cnn(-c4ccccc4)c3C(F)(F)F)CC2)c2ccccc21 | 16 | -6 | -5
Cc1nc(N2CCCC2)c2sc(=S)n(C)c2n1 | 0 | . | -8
CCOc1cccc2sc(N(CCn3nc(C)cc3C)C(=O)c3ccccc3S(C)(=O)=O)nc12 | -16 | -12 | -5
Cc1noc(-c2ccc(OC(F)(F)F)cc2)c1C(=O)NCCC1(C)OCCO1 | 15 | 4 | 4
CCc1nc(C)c(CC(=O)NCC2(COC)CCCC2)c(=O)[nH]1 | . | -6 | -14
CCN(CC)c1ccc(Cl)cc1N | 4 | . | -8
CCc1[nH]n(C(C)(C)C)c(=O)c1C1=C(N2CCOCC2)C(=O)N(Cc2ccccc2)C1=O | 18 | -5 | -10
O=C(CCc1ccsc1)N1CCOC(CCCc2ccccc2)C1 (stereo not given) | 21 | . | -6
Cc1nccn1CC1CCNCC1 | -3 | -6 | -2
CN(C)c1nc(N)nc(/C(C#N)=C/c2ccc(-c3ccccc3)s2)n1 | 2 | . | 5
COc1ccc(C)cc1S(=O)(=O)N1CCN(c2cccc(C)c2C)CC1 | 6 | . | -4
CCn1c(C)nnc1SCCn1cc(-c2cccc(O)c2)nn1 | -4 | . | -4
COc1ccc(CC(=O)NCc2cc(C)cc3c(C)c(C)[nH]c23)cc1OC | 4 | -15 | -7
COCCOCC(=O)Nc1ccc(-c2onc3c2CCc2cc(OC)ccc2-3)cc1 | 4 | 1 | 4
Cc1ccc(Cn2ncc3c(C(=O)OC4CCCCC4=O)cc(C)nc32)cc1 (stereo not given) | 0 | . | 0
Cc1cc(-c2cc(C)c3cc4c(cc3n2)OCO4)c(C)s1 | 9 | . | 3
CCNC(=O)N1CCN(C(C(=O)NCCCN2CCOCC2)C2CCCC2)CC1 (stereo not given) | -23 | 0 | 1
c1ccc(NCn2cncn2)nc1 | 3 | -8 | -4
CCN(CC)CC1CCN(C(=O)Nc2nc3ccccc3s2)CC1 | -7 | -7 | -9
CN(C(=O)COC(=O)C1C2CC3CC(C2)CC1C3)C1CC1 (stereo not given) | 11 | . | -10
CC(C=NN=c1sc2ccccc2n1C)=Cc1ccccc1 | 2 | . | -4
COc1cc(NS(=O)(=O)c2cccs2)c(C(=O)O)c(OC)c1 | 11 | . | -9
COCCN=C(NC(=O)c1cccs1)OCC(C)C | -1 | 1 | 1
COCCNC(=O)C(C)n1c(=O)n(-c2ccccc2F)c(=O)c2ccccc21 (stereo not given) | 0 | -8 | -6
CC(C)CCN(Cc1cccs1)CC(O)c1ccccc1 (stereo not given) | -1 | -7 | -8
CCCn1c(=O)c(C(=O)O)nn(-c2ccc(Cl)cc2)c1=O | 25 | . | -1
CCc1[nH]n(C)c(=O)c1C1=C(N2CCCCC2)C(=O)N(c2cc(C)ccc2OC)C1=O | -4 | -5 | -5
Cc1cccc2nc(C(=O)Nn3cnc4c(cnn4C)c3=O)cn12 | -2 | 5 | 1
O=C(N1CCc2c(sc3[nH]c(=O)n(Cc4ccccc4)c(=O)c23)C1)C1(c2ccccc2)CC1 | 2 | -6 | -6
CN(C)C(C)(C)CNC(=O)c1cc2c(F)cccc2s1 | 0 | -9 | -14
C=CCn1ncc(CN2CCC3(CCNCC3)CC2)c1C | 19 | . | -7
CCCCCCCCON1C(=O)C2C3C=CC(O3)C2C1=O (stereo not given) | -1 | -8 | -9
C#CCOCC(O)CN(Cc1ccc(F)cc1)Cc1ccsc1 (stereo not given) | -6 | 1 | -2
COc1ccc(OCCn2nnc(-c3ccc(OC)c(OC)c3)n2)cc1 | 11 | -5 | -7
O=C(NCCN1CCCCC1)c1cc(-c2ccccc2F)nc2cc(-c3ccccc3)nn12 | -3 | -2 | -2
NC1CCCN(c2nnnn2-c2ccc(-c3ccccc3)cc2)CC1 (stereo not given) | 5 | . | 0
Cc1cnc(CNC(=O)NCCOc2ncccc2Cl)s1 | 2 | . | -9
OCCNc1cc(-c2cc(CO)ccn2)c2cc[nH]c2n1 | -8 | -2 | -4
COc1cc(NC(=O)CSc2nccn3nc(-c4ccc(C)cc4)cc23)cc(OC)c1OC | 2 | -6 | -5

Screens as filed in PubChem.

Hits appear at their usual frequency, and some 0.29% of all compounds hit somewhere here.
